Screening data: PubChem BioAssay, ICCB-Longwood Screening Facility, Harvard Medical School
Polio RdRp inh: poliovirus RNA polymerase inhibition; % elongation, % (compound at 16.7 µg/mL); poliovirus polymerase elongation, fluorescence polarization; hits give low values; 150,000 tested, 0.66% active; P03300; in the data active = % elongation below about 90%; note: some results filed as inactive read as strong as hits
Target sequence (P03300 1749-2209 limits assumed): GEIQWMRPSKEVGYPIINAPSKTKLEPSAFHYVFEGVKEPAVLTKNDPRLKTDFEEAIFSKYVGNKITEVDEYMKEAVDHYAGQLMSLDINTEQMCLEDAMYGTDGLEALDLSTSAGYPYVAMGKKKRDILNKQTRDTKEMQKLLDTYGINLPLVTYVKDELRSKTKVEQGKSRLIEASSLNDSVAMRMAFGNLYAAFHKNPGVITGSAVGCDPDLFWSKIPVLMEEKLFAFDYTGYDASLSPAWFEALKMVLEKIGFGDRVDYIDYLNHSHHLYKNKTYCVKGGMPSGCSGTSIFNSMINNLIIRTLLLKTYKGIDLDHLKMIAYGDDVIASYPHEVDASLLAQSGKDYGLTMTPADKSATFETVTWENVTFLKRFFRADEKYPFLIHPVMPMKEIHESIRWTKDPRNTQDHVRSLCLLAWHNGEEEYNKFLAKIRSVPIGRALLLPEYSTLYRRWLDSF
Polio RdRp inh FP z-score: further read-out of Polio RdRp inh, marked with its call; z-score; measured here: FP z-score; hits read low
Starred values were filed as active, the others as inactive; & = joins results of further samples. Only part of the results is shown; rates above refer to the full screens.

SMILES	Polio RdRp inh	Polio RdRp inh FP z-score
O=C(NCCc1ccc(Cl)cc1)c1nc(-c2cccc(F)c2)n2c1CCCCC2	102.0	-1.2
COc1cc(C(=O)Nc2nc3c(s2)Cc2c(Br)ccc(OC)c2-3)cc(OC)c1OC	99.0	-1.3
CC(C)(C)C(=O)Cn1c(=O)n(CCCCCC(=O)NCc2ccc3c(c2)OCO3)c(=O)c2sccc21	93.0	-2.4
CCOc1ccc(Nc2nc3c(S(=O)(=O)c4ccc(CC)cc4)nnn3c3ccc(Cl)cc23)cc1	104.0	-0.3
CN(C)C(=O)CSc1nc(-c2ccccc2)cs1	104.0	0.6
Cc1ccc(NC(=O)CCCn2c(=O)c3cccn3c3cccnc32)c(C)c1	103.0	-0.7
Cc1nn(-c2ccccc2)c(Cl)c1/C=C1\C(=O)N(C)c2ccccc21	102.0	0.1
COc1ccccc1NC(=O)c1cccs1	100.0	0.3
CC1(C)CC(=O)C2=C(C1)Nc1cc3c(cc1C2c1ccc(Cl)cc1)OCO3 (centres undefined)	108.0	0.4
Cc1cc(C(F)(F)F)c2c(=O)[nH]c(=O)n(Cc3ccccc3)c2n1	98.0	-0.6
CC(C)(C)c1ccc(C(=O)NC(=S)Nn2cnnc2)cc1	101.0	0
CC1=NN(c2ccccc2)C(C2=C(C)CCCC2(C)C)C1 (centres undefined)	104.0	0.6
Cc1ccc(Cl)cc1-n1c(SCC(=O)NCc2ccccc2)nc2n[nH]c(C)c2c1=N	103.0	-0.1
COC(=O)[C@H]1[C@H]2C[C@@H]3c4[nH]c5cc(OC)ccc5c4CCN3C[C@H]2C[C@@H](OC(=O)c2cc(OC)c(OC)c(OC)c2)[C@@H]1OC	103.0&102.0	0.4&0.6
O=C(c1cccs1)N1CCC(n2nc(-c3ccccc3)oc2=O)CC1	100.0	-0.9
CC(CC(=O)N(C)Cc1ccccc1)S(=O)(=O)c1ccc2c(c1)SCC(=O)N2 (centres undefined)	106.0	0.7
O=c1c2ccccc2[nH]c(=S)n1-c1ncn[nH]1	101.0	0
COc1ccc(CCNC(=O)Cn2c(=O)nc(-c3ccccc3)c3ccccc32)cc1OC	102.0	-0.6
Cn1cc(/C=C2\SC(=O)NC2=S)c2ccccc21	95.0	-2.4
COc1cccc(C(=O)Nc2ccccc2OCc2cc(=O)n3ccccc3n2)c1	114.0	1.8
CC(=O)OCC12COC(C)C(C(C)=CC1C)C2C (centres undefined)	101.0	-0.4
COc1ccc(NC(=O)CCc2ccc(C)o2)cc1	101.0	0.4
COc1ccccc1/C=N/n1c(SCC(=O)O)nnc1C1CCCCC1	99.0	-0.3
OCCNC(=S)c1ccccc1	104.0	0.2
CCCN1CCC(N2CCN(CCO)CC2)CC1	100.0	0.2
CC(C)(C)OC(=O)N1CCCC1C(=O)Oc1ccc2c(c1)oc(=O)c1ccccc12 (centres undefined)	98.0	-0.2
CC1CCCC(C)N1C(=O)CSCc1cccc(S(=O)(=O)N2CCOCC2)c1 (centres undefined)	101.0	-0.3
CC1=CC(=C(C#N)C#N)C=C(c2ccccc2)N1Cc1ccco1	100.0	-0.3
O=C(O)CNC(=S)N(Cc1ccccc1)Cc1cccnc1	102.0	0.2
CCN(CC)c1ccc(NC(=O)CN2C(=O)c3cccnc3Oc3ccc(Cl)cc32)c(C)c1	113.0	1.4
COc1ccc(-c2[nH]ncc2C=C(C#N)C#N)cc1	103.0	0.4
COc1ccc(OC)c(CNC(=O)C2CCN(S(=O)(=O)c3ccc4[nH]c(=O)oc4c3)CC2)c1	105.0	-0.3
O=C(Nc1ccc2oc(-c3cccnc3)nc2c1)c1ccc(-c2cccc(Cl)c2)o1	103.0	-0.2
Cc1ccccc1OCC(=O)Nc1ccc2nc(SCc3ccccc3)sc2c1	112.0	1.1
CC(C)(Oc1ccc(C2CC2(Cl)Cl)cc1)C(=O)O (centres undefined)	100.0	0.3
O=C(NC1CCCCC1)NC12CC3CC(CC(C3)C1)C2	102.0	0.2
CNC(=O)CCCc1nnc2n(C)c(=O)c3sccc3n12	100.0	-0.6
COc1cccc(C2NC(CC(C)C)(C(=O)O)C3C(=O)N(c4ccc(F)cc4)C(=O)C23)c1 (centres undefined)	102.0	0.2
C/C(=N\OCC(=O)NC12CC3CC(CC(C3)C1)C2)c1cc2ccccc2o1	102.0	0
C=CCNC(=O)CCN1N=C(c2ccc(C)cc2)CCC1=O	102.0	-0.1
COc1ccc(CNC(=O)CN2C(=O)CSc3ccc(S(=O)(=O)N4CCOCC4)cc32)c(OC)c1	111.0	0.2
O=C(COC(=O)C1Cc2ccccc2CN1C(=O)c1ccco1)Nc1ccc(F)cc1 (centres undefined)	100.0	-0.3
COc1ccccc1-c1nnn(CC#N)n1	99.0	-1.1
Cc1cc(C)cc(NC(=O)C2CCN(C(=O)c3cnn(-c4ccccc4)c3-n3cccc3)CC2)c1	109.0	0.1
Clc1ccccc1-c1nnc2sc(Nc3ccccc3)nn12	99.0	-0.2
Cc1ccc(C)c(NC(=O)CSc2c(C)cnc3c2c(=O)n(C)c(=O)n3C)c1	108.0	0.5
CCn1nc(C)c2c(-c3ccccc3)cc(=O)n(C(C)C(=O)Nc3cccc(F)c3)c21 (centres undefined)	112.0	1.6
CN1C(=O)C(CC(=O)Nc2ccc3c(c2)Cc2ccccc2-3)N(C)C1=O (centres undefined)	102.0	1

An excerpt from above in order of molecular weight, smallest number first:
SMILES	Polio RdRp inh	Polio RdRp inh FP z-score
CNC(=O)CCCc1nnc2n(C)c(=O)c3sccc3n12	100.0	-0.6
Cc1ccc(C)c(NC(=O)CSc2c(C)cnc3c2c(=O)n(C)c(=O)n3C)c1	108.0	0.5
COc1cccc(C2NC(CC(C)C)(C(=O)O)C3C(=O)N(c4ccc(F)cc4)C(=O)C23)c1 (centres undefined)	102.0	0.2
COc1ccc(CNC(=O)CN2C(=O)CSc3ccc(S(=O)(=O)N4CCOCC4)cc32)c(OC)c1	111.0	0.2

Next entries
SMILES	Polio RdRp inh	Polio RdRp inh FP z-score
Cc1ccc2[nH]cc(NC(=O)NCCc3ccccc3)c(=O)c2c1	102.0	0
O=C(CSc1ncnc2sc3c(c12)CCCC3)c1cccs1	103.0	0.2
Cc1cc(=O)n(CCCO)c(O)c1C#N	102.0	0.1
Cc1cc(C(=O)CC2=C(O)CC(C)(C)CC2=O)c(C)n1Cc1cccs1	103.0	0.2
CCCc1nnc(SCC(=O)NC2CC3CCC2C3)o1 (centres undefined)	100.0	-0.5
CCC(CC)c1nn2c(=O)cc(COc3ccc(NC(=O)c4ccccc4C)cc3)nc2s1	103.0	-0.9
COc1ccc(NC(=O)CN2CCC(c3nc4ccc(Cl)cc4[nH]3)CC2)c(OC)c1	100.0	-0.9
COc1ccc(C2CC(=O)c3cnc4c(-c5ccc(F)cc5)c(C)nn4c3C2)cc1OC (centres undefined)	111.0	1.6
COc1c(F)c(F)c(/C=C/CN2CCOCC2)c(F)c1F	101.0	-0.2
O=C(NCCO)c1ccc(C(=O)NCCO)cc1	108.0	0.7
O=C(Cn1cc(C(F)(F)F)ccc1=O)N1CCc2ccccc21	100.0	-0.7
O=C(Nc1ccccc1-c1ccccc1)NC1CCN(CC(=O)N2CCOCC2)CC1	101.0	0.1
S=C(Nc1cccc2ccccc12)NN1CCOCC1	100.0	-0.4
O=C1CC/C(=C\C(=S)N2CCOCC2)N1	105.0	0.3
Cc1ccc2c(N3CC4CCC(CC4)C3)cc(C(F)(F)F)nc2c1	101.0	-0.5
CCCOc1ccc(CNC(=O)Cn2cc3c(n2)-c2c(oc(C(=O)N4CCOCC4)c2C)CC3)cc1	113.0	1.1
C=CCSc1nnc(-c2oc3nc(-c4ccccc4)cc(-c4ccccc4)c3c2N)n1C	109.0	0.6
Cc1ccc(C)c(NC(=O)c2cc(S(=O)(=O)NCCC3=CCCCC3)ccc2F)c1	104.0	-0.8
CCOc1ccc(CNC(=O)c2ccc3nc(CC)c(CC)nc3c2)cc1	118.0	2.1
CC(C)(C)C(=O)N(Cc1ccccc1)Cc1ccccc1	96.0	-1.3
O=C(Cc1ccc(-c2ccccc2)cc1)NCCS(=O)(=O)N1CCN(c2cccc(Cl)c2)CC1	106.0	-0.3
CC(C)(C)N(Cc1ccccc1)C(=O)CSc1nc2ccccc2o1	101.0	-0.1
CC(=O)N1N=C(c2c(C)coc2C)CC1c1ccc(Cl)cc1Cl (centres undefined)	102.0	0.2
CCn1cc(C(=O)O)c(=O)c2cc(F)c(F)cc21	100.0	-0.3
Cc1nc(C)c(-c2csc(Nc3ccc(O)c(C(=O)O)c3)n2)s1	100.0	0
O=C(CN1C(C(=O)c2ccccc2)=C(N2CCOCC2)c2ccccc2S1(=O)=O)c1ccccc1	105.0	1
CN(C)c1ccc(/C=C2\CCC/C(=C\c3ccccc3)C2=O)cc1	115.0	2.9
O=C(O)c1cccc(-c2ccc3c(c2)OCO3)c1	102.0	0
CSc1nc2ccc(Br)cc2[nH]1	100.0	0
CCOc1ccc(C(=O)Nc2ccc3nc(SCC(=O)N(C)c4ccccc4)sc3c2)cc1	108.0	0.3
Cc1ccc(NC(=O)Cn2c(=O)n(-c3ccccc3)c(=O)c3ccc(C(=O)NCc4ccc5c(c4)OCO5)cc32)c(C)c1	103.0	-0.1
CCOc1ccc(CCNC(=O)c2nnc(Cc3ccc(Cl)cc3Cl)o2)cc1OCC	108.0	0.7
CCCOC(=O)c1cc(-c2ccc(/C=C3\C(=O)NC(=O)C(C#N)=C3C)o2)ccc1Cl	103.0	0.3
CC1Oc2ccccc2N(CC(=O)NC2CC2)C1=O (centres undefined)	103.0	0.3
CC(C(=O)NCc1ccccc1)n1c2ccccc2c2cn[nH]c(=O)c21 (centres undefined)	100.0	-0.6
CCOCCc1nnc(NC(=O)C(=O)c2cc(C)n(-c3ccc(C)c(C)c3)c2C)s1	112.0	0.3

In the list so far, these contain a COOH group.
SMILES	Polio RdRp inh	Polio RdRp inh FP z-score
COc1ccccc1/C=N/n1c(SCC(=O)O)nnc1C1CCCCC1	99.0	-0.3
O=C(O)CNC(=S)N(Cc1ccccc1)Cc1cccnc1	102.0	0.2
CC(C)(Oc1ccc(C2CC2(Cl)Cl)cc1)C(=O)O (centres undefined)	100.0	0.3
COc1cccc(C2NC(CC(C)C)(C(=O)O)C3C(=O)N(c4ccc(F)cc4)C(=O)C23)c1 (centres undefined)	102.0	0.2
CCn1cc(C(=O)O)c(=O)c2cc(F)c(F)cc21	100.0	-0.3
Cc1nc(C)c(-c2csc(Nc3ccc(O)c(C(=O)O)c3)n2)s1	100.0	0
O=C(O)c1cccc(-c2ccc3c(c2)OCO3)c1	102.0	0

Next section
SMILES	Polio RdRp inh	Polio RdRp inh FP z-score
N#C/C(=C(/O)c1cc[n+](Cc2ccccc2)cc1)c1nc2ccccc2[nH]1	96.0	-0.7
COC(=O)c1c(-c2ccc(C(C)(C)C)cc2)csc1NC(=O)C1C2CCC(O2)C1C(=O)O (centres undefined)	95.0	-1.6
CCN(C(=O)C1CCN(S(=O)(=O)c2cccc3nsnc23)CC1)c1ccc(C)c(C)c1	97.0	-1
CN(C)/N=C(\N)c1ccc(Cl)cc1	102.0	-0.3
O=c1[nH]ncc(NCCN2CCOCC2)c1Cl	105.0	1.3
C/C(O)=C(\C#N)C(=O)Nc1cc(Br)ccc1Br	101.0&98.0	0.2&0
Cc1ccc2c(c1)-c1cc(C)nn1C(c1cccnc1)N2 (centres undefined)	99.0	-0.4
CCOC(=O)c1c(NC(=O)COC(=O)Cn2cnc3ccccc32)sc2c1CCC(C)C2 (centres undefined)	90.0	-0.7
O=C(NC1CCCC1)c1ccc(Br)s1	100.0	0.1
CN(C(=O)CSc1nnc(-c2ccc([N+](=O)[O-])cc2)o1)C1CCCCC1	104.0	-0.2
O=C1CN(C(=O)CSc2nnc(Nc3ccccc3F)s2)c2ccccc2N1	108.0	0.8
O=c1[nH]cc(S(=O)(=O)N2CCc3ccccc32)c(=O)[nH]1	96.0	-2.2
CCOC(=O)c1c(S(=O)(=O)N2CCCC(C(=O)NCc3cccc(OC)c3)C2)c(C)n(C)c1C (centres undefined)	99.0	-1.2
Fc1ccc(NCc2cccn2-c2nnc(N3CCOCC3)s2)cc1	109.0	0.6
O=C(CCn1ccc2cc(S(=O)(=O)N3CCCC3)ccc21)NCc1ccccc1Br	110.0	0.3
COc1cc(Cl)c(C)cc1NC(=O)c1cn(C2CCCC2)c(=O)c2c1c1ccccc1n2C	111.0	-0.3
COc1cc(CN(C(=O)c2cccc(Cl)c2)c2ccccn2)cc(OC)c1OC	103.0	-0.2
O=C(CSc1nnc(-c2cccnc2)n1-c1ccccc1)NCc1ccccc1	101.0	0
CN1C(=O)/C(=C\c2ccccc2)Sc2ccc(C(=O)N3CCN(c4ccccn4)CC3)cc21	101.0	0.1
CCOC(=O)c1cccc(NC(=O)CCSCCc2ccccn2)c1	109.0	0.5
CC(=O)N(/C=C1\Sc2ccccc2C1=O)c1ccccc1	121.0	5.5
CCCNC(=O)Cn1cnc2sc(C(=O)N3CCC4(CC3)OCCO4)c(C)c2c1=O	100.0	0.1
COC(=O)c1ccccc1NC(=O)CCCN1C(=O)CSc2ncccc21	106.0	1.6
Cc1oc2ncn(CC(C)C)c(=O)c2c1C(=O)N1CCCC1	107.0	1
O=C(NC1Cc2ccccc2C1)c1ccc(Oc2cc(Cl)cc(Cl)c2)o1	102.0	-0.3
Cc1ccc(NC(=O)C(C)n2nnc3sc4c(c3c2=O)CCCC4)cc1Cl (centres undefined)	108.0	0.2
Cc1ccc(C(=O)N(C)C2CCN(C)CC2)cc1C	104.0	0.3
Cc1ccc(N2CC(NC(=O)c3ccc(S(=O)(=O)N4CCCC4)cc3)CC2=O)cc1C (centres undefined)	113.0	1.4
CC(OC(=O)/C=C/c1cccs1)C(=O)Nc1cccc(C(F)(F)F)c1 (centres undefined)	102.0	0.3
CC(C)Sc1nnc2sc3ccccc3n12	102.0	0.3
COC(CN(C)C(=O)c1cc2c(C)nc3ccccc3c2o1)OC	101.0	-0.1
COc1ccccc1CNC(=O)CN(C)c1nn2c(=O)cc(C)nc2s1	107.0	-0.1
CCN(CC(=O)NCc1cccs1)C(=O)c1cn(-c2ccccc2)nc1-c1cccs1	108.0	0.7
c1ccc(COc2ccc(NCCc3ccncc3)cc2)cc1	109.0	0.7
CCC1(CC)Cc2ccccc2C(CC(=O)N2CCOCC2)=N1	99.0	-0.4
CCOC(=O)CSc1nc2sc3c(c2c(=O)n1CC)CCCC3	101.0	-0.5
